# Screening results from PubChem.
# HCV inh: blocks hepatitis C virus. Huh7.5.1 HCVcc-Cre infection, luciferase reporter, 44 h. Potency, µM (highest dose often 41.8 µM), for inactives: at the highest dose activity change, negative = inhibition, most hits filed as inhibitors. hit rate 3.4% among 340,000. AID 651820
#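 1,000 cells/well; 4 h culture; + compound; + HCVcc-Cre (~0.5 moi); 44 h; luciferase substrate, RT 15 min; read 15 sec.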
# LmPK inh: inhibitors of Leishmania mexicana pyruvate kinase; Q27686; purified LmPK, Kinase-Glo ATP luminescence, 1 h; Potency, µM (top dose mostly 57.5 µM), for inactives: at the highest dose activity change, negative = inhibition, hits mostly inhibitors; hit rate 0.37% among 290,000; AID 1721
# Target sequence (Q27686 whole entry, looked up): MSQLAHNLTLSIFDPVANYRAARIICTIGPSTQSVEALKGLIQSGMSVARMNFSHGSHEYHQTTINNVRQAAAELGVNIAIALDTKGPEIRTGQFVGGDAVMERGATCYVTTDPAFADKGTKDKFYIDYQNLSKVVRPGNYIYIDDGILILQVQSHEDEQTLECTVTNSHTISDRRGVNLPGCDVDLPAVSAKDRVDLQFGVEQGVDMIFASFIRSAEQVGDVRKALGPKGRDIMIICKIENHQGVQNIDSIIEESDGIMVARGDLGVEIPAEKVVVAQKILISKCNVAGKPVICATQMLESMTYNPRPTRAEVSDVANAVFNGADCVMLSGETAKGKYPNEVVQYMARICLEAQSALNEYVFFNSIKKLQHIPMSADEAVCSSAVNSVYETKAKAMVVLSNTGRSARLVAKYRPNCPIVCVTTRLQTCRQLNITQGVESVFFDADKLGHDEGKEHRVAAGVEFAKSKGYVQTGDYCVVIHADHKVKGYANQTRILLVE
#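 Purified LmPK (0.1 nM) with 0.5 mM PEP and 0.1 mM ADP in imidazole buffer pH 7.2 with MgCl2/KCl, 1 h at room temperature. ATP formed was read by luciferase luminescence and normalized to no-enzyme and uninhibited controls.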
# Sm TGR block: blocks Schistosoma mansoni thioredoxin glutathione reductase. Q962Y6. purified TGR, DTNB reduction, TNB absorbance 405 nm. Potency, µM (top dose mostly 114 µM), for inactives: at the highest dose activity change, negative = inhibition, most hits filed as inhibitors. hit rate 3% among 360,000; also: nearly all actives have a fitted effect of over 60% in size
#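 TGR 20 nM + NADPH 100 uM (dispensed conc.), cpd preinc 15 min RT; start with NADPH (500 uM addition) then DTNB (15 mM addition). Kinetic TNB absorbance, 405 nm filter. Four-parameter Hill fit across titration.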
# Pf growth 96h: P. falciparum growth inhibition at 96 hour, primary screen for plastid delayed-death inhibitors; P. falciparum luciferase reporter growth, 96 h; Potency, µM (doses to about 28.7 µM), for inactives: at the highest dose activity change, negative = inhibition, most hits filed as inhibitors; hit rate 6.9% among 320,000
#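 96 h incubation, 37 C, 5% CO2, of luciferase-reporter P. falciparum-infected RBCs (2% hematocrit, 0.05% parasitemia final) with test compounds; endpoint luminescence.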
# Pf growth 48h: inhibits P. falciparum growth in the first generation, 48 h. P. falciparum luciferase growth in erythrocytes, 48 h. Potency, µM (titrated, usually from 28.7 µM), for the others: at the top dose activity change, negative = inhibition, actives largely listed as inhibitors. hit rate 5.9% among 310,000. AID 504832
#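 First compound was added to culture medium, then infected red cells at 0.1% parasitemia and 2% hematocrit (final). After incubation at 37 C under 5% CO2, luciferase detection reagent was dispensed and light output recorded.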
# TbPYK inhibitor: T. brucei pyruvate kinase inhibition; Q57TT1; TbPYK enzyme, Kinase-Glo Plus ATP luminescence, 45 min; Potency, µM (series often up to 76.8 µM), without a hit: top-dose activity, negative = inhibition, hits mostly inhibitors; hit rate 0.12% among 410,000; also: nearly all actives have a fitted effect of over 50% in size
#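 TbPYK + substrate in 50 mM TEA pH 7.2, 100 mM KCl, 10 mM MgCl2, 0.05% BSA, 0.01% Tween-20; cpd pinned; ADP 130 uM final; 45 min RT; Kinase-Glo Plus 10 min; luminescence endpoint.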
# The depositor's hits bear a star; ? = inconclusive; . = not tested or not shown; [ ] = dose if it differs, or a comment. Calls follow the shape of the dose curve; as a rule, active = well fitted curve in the direction sought with a large enough effect; inconclusive = small, poorly fitted or top-dose-only effect, or another doubt; inactive = no such curve, though single readings can be large; an effect the other way counts as inactive or inconclusive. % is scaled to controls: 0 for no effect and ±100 for the full control effect; potency is read from the fitted curve at half-maximal effect. No enrichment for hits; 16% or so of the library scored in one or more.
SMILES,HCV inh,LmPK inh,Sm TGR block,Pf growth 96h,Pf growth 48h,TbPYK inhibitor
Cc1c(C(=O)COC(C)(C)C)[nH]c2ccccc12,-7%,0%,?,3%,2%,9%
COc1ccc(NC(=S)c2ccc3ccccc3n2)cc1,5%,2%,10%,54%[activator],68%[activator],-20%
COc1ccc(NC(=O)Cc2csc(NC(=O)Nc3ccccc3OC)n2)c(OC)c1,-28%,.,0%,0%,-8%,-3%
COc1cccc(-n2c(CN3CCN(Cc4ccccc4)CC3)nc3ccc([N+](=O)[O-])cc3c2=O)c1,0%,-1%,-22%,-16%,12µM*,.
c1ccc2[nH]c(SN3CCOCC3)nc2c1,-8%,13%,?,?,-3%,.
Cc1ccc(NC(=O)CSC2=NN3CCCC(=O)N=C3S2)c(C)c1,-14%,7%,15%,?,-10%,1%
O=C(CCc1ccccc1)Nc1cccc([N+](=O)[O-])c1,-15%,1%,0%,16%,18%,4%
CCOC(=O)c1sc(NC(=O)c2cc(-c3ccccc3)nc3ccccc23)c(C#N)c1C,8%,0%,-14%,8%,31%[activator],?
Cc1cnc(SCc2ccc(Cl)cc2Cl)[nH]c1=O,8%,0%,-7%,31%[activator],33%[activator],5%
O=C(NC1CCCCC1)c1ccccc1C(F)(F)F,11%,7%,.,41%[activator],19%,-9%
COC(=O)c1cccc([N+](=O)[O-])c1CN1CCCC(C(N)=O)C1 (centres undefined),-5%,-10%,7%,24%,255%[activator],-2%
CN1CCN(C(=O)C2CCN(S(=O)(=O)c3ccccc3[N+](=O)[O-])CC2)CC1,11%,.,0%,?,-14%,-6%
CC(=O)c1ccc(N2CCN(C(=O)CCCn3c(=O)[nH]c4ccc(Br)cc4c3=O)CC2)cc1,?,-7%,-3%,?,10µM*,-1%
Cc1cccc(C(=O)OCC(=O)NCc2ccco2)c1,22%,.,-32%,-29%,-5%,5%
COC(=O)c1ccc(NC(=S)NC(=O)c2cc(-c3ccccc3)nc3ccccc23)cc1,-3%,5%,-24%,.,30%[activator],-2%
CCC(C)CCN1C(N(C)C)=NC[C@@H]1CC(C)C (some centres undefined),?,.,-5%,?,13µM*,-1%
COc1ccc(N2CCN(C(=O)COC(=O)c3ccco3)CC2)cc1,.,0%,-5%,31%[activator],1%,2%
COc1ccc(-c2n[nH]c(=S)nc2-c2ccc(OC)cc2)cc1,3%,-6%,-12%,27%,36%[activator],-12%
S=c1[nH]c2ccc(Cc3ccc4[nH]c(=S)[nH]c4c3)cc2[nH]1,?,-2%,2%,?,?,-21%
COc1ccccc1N(CC(=O)N/N=C(\C)c1cccc(Br)c1)S(C)(=O)=O,16%,1%,-12%,?,-9%,2%
ClC1=C(Cl)C2(Cl)C3C(Cl)C=CC3C1(Cl)C2(Cl)Cl (centres undefined),15%,.,0%,0%,3%,0%
O=C(Nc1ccc(Cl)cc1C(F)(F)F)C(Sc1cccc[n+]1[O-])c1ccccc1 (centres undefined),-2%,1%,.,-27%,6%,-1%
CCOc1ccc(CCNC(=O)COC(=O)c2cccc(N(C)C)c2)cc1OCC,?,.,-6%,13%,5%,6%
COc1ccc2c(C)c(CCC(=O)NCCCN3CCCC3=O)c(=O)oc2c1C,-6%,0%,-34%,-20%,19%,6%

# 18 of the compounds above, with values under each structure:
# Every second line gives: HCV inh	LmPK inh	Sm TGR block	Pf growth 96h	Pf growth 48h	TbPYK inhibitor
COc1cccc(-n2c(CN3CCN(Cc4ccccc4)CC3)nc3ccc([N+](=O)[O-])cc3c2=O)c1
 : 0%	-1%	-22%	-16%	12µM*	.
c1ccc2[nH]c(SN3CCOCC3)nc2c1
 : -8%	13%	?	?	-3%	.
Cc1ccc(NC(=O)CSC2=NN3CCCC(=O)N=C3S2)c(C)c1
 : -14%	7%	15%	?	-10%	1%
O=C(CCc1ccccc1)Nc1cccc([N+](=O)[O-])c1
 : -15%	1%	0%	16%	18%	4%
CCOC(=O)c1sc(NC(=O)c2cc(-c3ccccc3)nc3ccccc23)c(C#N)c1C
 : 8%	0%	-14%	8%	31%[activator]	?
Cc1cnc(SCc2ccc(Cl)cc2Cl)[nH]c1=O
 : 8%	0%	-7%	31%[activator]	33%[activator]	5%
O=C(NC1CCCCC1)c1ccccc1C(F)(F)F
 : 11%	7%	.	41%[activator]	19%	-9%
COC(=O)c1cccc([N+](=O)[O-])c1CN1CCCC(C(N)=O)C1 (centres undefined)
 : -5%	-10%	7%	24%	255%[activator]	-2%
CN1CCN(C(=O)C2CCN(S(=O)(=O)c3ccccc3[N+](=O)[O-])CC2)CC1
 : 11%	.	0%	?	-14%	-6%
CC(=O)c1ccc(N2CCN(C(=O)CCCn3c(=O)[nH]c4ccc(Br)cc4c3=O)CC2)cc1
 : ?	-7%	-3%	?	10µM*	-1%
Cc1cccc(C(=O)OCC(=O)NCc2ccco2)c1
 : 22%	.	-32%	-29%	-5%	5%
COC(=O)c1ccc(NC(=S)NC(=O)c2cc(-c3ccccc3)nc3ccccc23)cc1
 : -3%	5%	-24%	.	30%[activator]	-2%
CCC(C)CCN1C(N(C)C)=NC[C@@H]1CC(C)C (some centres undefined)
 : ?	.	-5%	?	13µM*	-1%
COc1ccc(N2CCN(C(=O)COC(=O)c3ccco3)CC2)cc1
 : .	0%	-5%	31%[activator]	1%	2%
COc1ccc(-c2n[nH]c(=S)nc2-c2ccc(OC)cc2)cc1
 : 3%	-6%	-12%	27%	36%[activator]	-12%
S=c1[nH]c2ccc(Cc3ccc4[nH]c(=S)[nH]c4c3)cc2[nH]1
 : ?	-2%	2%	?	?	-21%
COc1ccccc1N(CC(=O)N/N=C(\C)c1cccc(Br)c1)S(C)(=O)=O
 : 16%	1%	-12%	?	-9%	2%
ClC1=C(Cl)C2(Cl)C3C(Cl)C=CC3C1(Cl)C2(Cl)Cl (centres undefined)
 : 15%	.	0%	0%	3%	0%

# (more compounds)
SMILES,HCV inh,LmPK inh,Sm TGR block,Pf growth 96h,Pf growth 48h,TbPYK inhibitor
Cc1cc(C)c2sc(N)nc2c1,11%,-2%,3%,2%,3%,1%
CC[C@@]12C(=O)N(c3ccccc3)C(=O)N1[C@H](c1ccc(Br)cc1)[C@@H]1C(=O)N(C(C)(C)C)C(=O)[C@@H]12,5%,.,-18%,?,?,1%
Cn1c(=O)c2c(nc(Oc3cccc(Br)c3)n2C)n(C)c1=O,23%,-1%,4%,13%,34%,3%
CCN(CC)S(=O)(=O)c1ccc2oc(C(=O)N3CCc4ccccc4C3)c(C)c2c1,-23%,3%,0%,9.3µM*,?,-5%
Cc1cccc(/C=C2/SC(=O)N(Cc3ccccc3)C2=O)n1,9%,-1%,1%,2.6µM*,.,1%
O=C(c1cc2ccccc2oc1=O)N(Cc1ccccc1)CC1CCCO1 (centres undefined),9%,1%,-22%,?,?,-7%
O=C(O)c1ccc2c(=O)n3c(nc2c1)/C(=C/c1ccc(C(F)(F)F)cc1)CC3,17%,1%,-6%,14%,.,2%
CC(C)(C)C1=C(C#N)C(c2ccncc2)C(C#N)=C(N)O1 (centres undefined),28%,5%,-19%,-5%,1%,-2%
Cc1cc2c(cc1C)/C(=N/NC(=O)c1ccccn1)CCC2,-12%,3%,-6%,?,88%[activator],5%
COc1ccc(N2C3=C(CC4=C2CC(C)(C)CC4=O)C(=O)CC(C)(C)C3)cc1,?,1%,?,13µM*,9.3µM*,?
OC(C#CCN1CCCCCC1)(c1ccccc1)c1cccnc1 (centres undefined),9%,2%,14µM*,12µM*,?,-13%
CCOc1ccc(NC(=O)N2CCC(NC(=O)C(Cc3ccccc3OC)NC(C)=O)CC2)cc1 (centres undefined),7%,-2%,-10%,8%,-4%,-3%
CCCCn1c(SCC(=O)N(CC)C2CCS(=O)(=O)C2)nc2cc(S(N)(=O)=O)ccc21 (centres undefined),15%,0%,-5%,-8%,-16%,-5%
Cc1ccc(/C=N/NC(=O)c2cc(C)oc2C)cc1,?,13µM*,-8%,163%[activator],85%[activator],-2%
Cc1ccc(S(=O)(=O)O/N=C2\CCCc3ccccc32)cc1,15%,0%,-26%,-4%,.,13%
O=C(OC1CCOC1=O)c1ccc(NS(=O)(=O)c2cccs2)cc1 (centres undefined),3%,3%,5%,21%,170%[activator],2%
CCN1C(=O)/C(=C/c2cnn(CC)c2C)SC1=S,34%[activator],2%,-1%,11%,2%,-13%
COc1ccc(C(C)NC(=O)c2ccc([N+](=O)[O-])cc2)cc1OC (centres undefined),3%,-4%,-2%,54%[activator],-17%,6%
COCCOC(=O)c1c(C)oc2ccc(OCc3cc(C(=O)OC)oc3C)cc12,-8%,-1%,-2%,?,-2%,-1%
Cc1c(NC(=S)NC(NC(=O)CC(C)C)C(Cl)(Cl)Cl)c(=O)n(-c2ccccc2)n1C (centres undefined),-8%,-7%,-1%,?,-15%,-28%
CCOc1cc(N2CCOCC2)c(OCC)cc1NC(=O)CN1C(=O)N(C)C2(CCCCC2)C1=O,3%,.,-4%,-19%,29%,-6%
Cc1cc(C)c(S(=O)(=O)c2ccccc2F)c(=O)[nH]1,7%,-1%,-1%,-14%,?,2%
O=C(COC(=O)c1cccc(S(=O)(=O)N2CCCC2)c1)Nc1ccccc1Cl,-5%,.,-12%,2%,26%,2%
O=C(NCc1ccncc1)c1cn(-c2ccccc2)nc1-c1cccnc1,1%,6%,-6%,?,15µM*,0%
N#Cc1ccc(C(=O)Nc2nc(-c3cccs3)c(C(=O)C(F)(F)F)s2)cc1,11µM*,-2%,0%,?,?,-9%
CCN(CC)C(=O)Cn1cc(S(=O)(=O)CC(=O)NCc2ccc(F)cc2)c2ccccc21,5%,2%,3%,-29%,?,-3%
CC1CC(C)CN(C(=O)COC(=O)c2cc3ccccc3cc2O)C1 (centres undefined),?,4%,0%,0%,4%,-5%
COCCCNc1nc2c(c(=O)[nH]c(=O)n2C)n1CC(O)COc1ccccc1 (centres undefined),21%,-8%,-20%,?,-4%,3%
Clc1ccc(-c2csc(-c3ccncc3)n2)cc1,-28%,-4%,0%,0.19µM*,17%,-1%
CCCCN(CCCC)C(=S)NC(=O)C(C)(C)C,-6%,-2%,6%,?,-18%,-4%
CCC(c1nnnn1Cc1ccco1)N(CCN1CCOCC1)Cc1cc2cc(C)ccc2[nH]c1=O (centres undefined),5%,4%,45µM*,?,?,-10%
O=C(Nc1ccc(C(=O)NCc2ccc(F)cc2)cc1)C1=CSCCO1,-7%,0%,-12%,30%[activator],?,-2%
Cc1cc(OCC(O)CN)ccc1Cl (centres undefined),-8%,-1%,-4%,0.74µM*,24%,2%
Cn1ncc(C(=O)N=S(C)(=O)c2ccccc2)c1[N+](=O)[O-] (centres undefined),7%,4%,-33%,42%,24%,-4%
COCCNC(=S)Nc1cc(S(=O)(=O)N2CCOCC2)ccc1N1CCCCC1,-27%,-13%,-9%,?,-8%,?
O=C(C1CCN(S(=O)(=O)c2cccc3nsnc23)CC1)N1CCn2c1nc1ccccc12,-3%,1%,-7%,0%,?,-1%
CCn1cc(S(=O)(=O)Nc2cc(C)ccc2F)cn1,-2%,-9%,-1%,-18%,8%,-3%
COc1ccc(N2C(=O)C3CCCN3C2c2cccs2)cc1 (centres undefined),18%,-1%,9%,?,.,0%
Cc1cccc(NC(=O)C2CCCN2/C=C/C(=O)C(F)(F)F)c1C (centres undefined),19%,0%,0%,24%,3%,2%
